Screening data deposited in PubChem by several laboratories.
Bcl-B displacement: displacers of TR3 peptide from Bcl-B, primary screen, selectivity assay for Bfl-1 inhibitor project, biochemical, fluorescence polarization. FP displacement of FITC-TR3 peptide from Bcl-B; higher % means a stronger effect. displacement, % at 20 µM; hits with a dose series show IC50 in µM. 0.11% of 96,000 active. AID 748, 2007;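 active means displacement above 50% at 20 µM plus a fluorescence interference ratio under 1.5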;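 further: plate controls were wells without compound for no effect and wells lacking Bcl-B protein for full effect; a part of the inactive calls stands beside numbers as strong as those of hits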
MRP resist rev: reversal of MRP1-mediated doxorubicin resistance, primary screen, H69AR cells, doxorubicin co-treatment | H69AR cells + 2 uM doxorubicin, CellTiter-Glo, 72 h | differential viability (reversal), % at 10 µM | 0.04% of 85,000 active;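 active means viability drop by adding the cancer drug above about 55%, with treated viability meeting a 40% cutoff, limit read from the data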;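 further: viability without doxorubicin minus viability with 2 µM doxorubicin for each compound; larger differential means the compound sensitizes cells more to doxorubicin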
NFkB transloc inh: inhibitors of IL-1B driven NFkB p65 nuclear import, primary screen, imaging, HUVEC, IL-1B stimulus, high-content imaging | HUVEC IL-1B NFkB p65 nuclear translocation imaging | inhibition, % at 2 µM | 0.43% of 94,000 active | AID 796, 2007;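 active means inhibition above about 30% together with a positive call from visual inspection of the well image, limit read from the data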;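 further: nuclear over cytoplasmic p65 intensity ratio measured by imaging; 0% = IL-1B stimulated DMSO wells and 100% = unstimulated DMSO wells; values of inactives mirror those of a sister screen read the other way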
PLAP inhibitors HTS: PLAP enzyme inhibitors, biochemical, luminescence, HTS (AID 690); inhibition, % at 20 µM; hits with a dose series show IC50 in µM; Alkaline phosphatase, placental type (Homo sapiens); purified PLAP, luminescent substrate; higher % means a stronger effect; 0.08% of 96,000 active; in the data active means a potency from the dose series; inactive means the rest, 99 in 100 with inhibition below about 30%; further: strong numbers were not always called active
IL1B NFkB pot: enhancers of NFkB p65 translocation in HUVEC – imaging, IL-1B stimulus, high-content imaging, primary screen. AID 819, 2007. HUVEC IL-1B NFkB p65 nuclear translocation imaging. activation, % at 2 µM. 0.3% of 94,000 active;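 active means activation above 40%, about the mean plus 3 SD, also judged a hit on visual image review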;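 further: percent activation is computed from the nuclear over cytoplasmic p65 intensity ratio; values of inactives mirror those of a sister screen read the other way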
MRP resist rev cytotoxicity: recorded beside MRP resist rev, whose call it bears; viability, %; H69AR cells, CellTiter-Glo, 72 h; measured here: cytotoxicity without doxorubicin
MRP resist rev with doxorubicin: further read-out of MRP resist rev, marked with its call; viability, %; measured here: viability with 2 uM doxorubicin; hits give low values
NFkB transloc inh cell count 2 µM: also measured in NFkB transloc inh; calls as there; cell count; measured here: cells passing quality filter;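 raw number of nuclei counted in each imaged well without normalization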
IL1B NFkB pot cell count 2 µM: further read-out of IL1B NFkB pot, marked with its call; cell count; measured here: cells passing quality filter
* marks the source's active call; other numbers are inactive results; x = not tested or not shown.

SMILES	Bcl-B displacement	MRP resist rev	MRP resist rev cytotoxicity	MRP resist rev with doxorubicin	NFkB transloc inh	NFkB transloc inh cell count 2 µM	PLAP inhibitors HTS	IL1B NFkB pot	IL1B NFkB pot cell count 2 µM
Cc1ccc2nc(NCCCO)[nH]c2c1	x	0.7	90.1	89.4	2.5	106	x	-2.5	106
CCn1c(=O)c2cc(C(=O)Nc3cc(C)on3)sc2c2ccccc21	-2.6%	11.7	85.5	73.8	-2.1	64	7.4%	2.1	64
Cc1[nH]nc2c1/C(=N/O)CC(c1ccccc1)C2 (stereo unspecified)	2.6%	1.4	88.4	87.0	x	x	-35.8%	x	x
Cc1cc(C)c(S(=O)(=O)N2CCN(CCO)CC2)c(C)c1	6.4%	-7.3	92.5	99.9	-5.3	185	3.2%	5.3	185
CSc1nc(-c2ccco2)nn1C(=O)c1ccc(Cl)cc1	12.4%	-0.7	101.3	102.0	6.8	144	15.7%	-6.8	144
COC(=O)c1ccc(NC(=O)CN(C2CCCCC2)S(C)(=O)=O)cc1	-7.6%	-37.9	37.9	75.8	-9.4	163	-101.8%	9.4	163
O=C(Nc1ccc(Br)cc1)c1cccc(NC(=O)C2C3CC4OC(=O)C2C4C3)c1 (stereo unspecified)	-3.5%	-2.2	79.9	82.1	3.3	149	-8.0%	-3.3	149
C/C=C(\C)C(=O)OC1c2c(ccc3ccc(=O)oc23)OC(C)(C)C1OC(C)=O (stereo unspecified)	x	-25.9	59.0	84.9	2.3	90	x	-2.3	90
Cc1nc(-c2ccccc2)sc1-c1nc(-c2cccs2)ncc1S(=O)(=O)c1ccccc1	-16.4%	x	x	x	-7.0	109	2.3%	7.0	109
O=C(c1cc2nc(-c3ccccc3)cc(C(F)(F)F)n2n1)N1CCOCC1	-9.2%	0.9	89.1	88.3	-13.8	167	4.5%	13.8	167
CCCCC(=O)Nc1ccc(Cl)cn1	-14.2%	7.3	106.1	98.8	-6.1	183	9.9%	6.1	183
CCCn1c(=O)c(C(=O)c2ccccc2)nc2ccccc21	7.2%	16.5	98.1	81.6	12.7	133	11.0%	-12.7	133
Cn1c(C(=O)N2COCC2(C)C)cc2c(=O)n3ccccc3nc21	8.2%	7.3	89.9	82.6	x	x	2.8%	x	x
COCCn1c(=O)[nH]c2cc(C(=O)OC)ccc2c1=O	8.9%	-1.7	83.8	85.5	-3.7	127	-5.1%	3.7	127
O=C1CCCc2nc(N3CCCCC3)sc21	-4.6%	23.5	116.7	93.3	-11.3	162	5.5%	11.3	162
N#C/C(=C/C=C/c1ccccc1)C(=O)Nc1ccccc1	1.4%	x	x	x	-13.1	191	x	13.1	191
Cc1ccc(C)c(C(=O)COc2ccc(C)nc2[N+](=O)[O-])c1	-9.7%	x	x	x	12.3	173	16.5%	-12.2	173
CC1(C)Oc2ccc(C(=O)NC3CCCC3)cc2N(CC(=O)NC2CCCCC2)C1=O	-11.2%	11.8	81.4	69.5	-10.1	118	-43.9%	10.1	118
Cc1cc(C)cc(N(CC(=O)NCc2ccco2)C(=O)CCC(=O)Nc2ccccn2)c1	-1.5%	5.2	101.8	96.6	x	x	-39.0%	x	x
Cc1cc(O)c(-c2cc(C(=O)Nc3ccc(S(=O)(=O)N4CCOCC4)cc3)[nH]n2)cc1C	1.1%	-20.7	33.0	53.8	-10.5	93	-46.9%	10.5	93
COc1ccccc1CC(=O)Nc1ccc(-c2nnc(-c3ccco3)o2)cc1	-9.4%	10.2	77.3	67.2	-33.5	140	-1.5%	33.5	140
CCOc1c(Cl)cc(CNCC(C)C)cc1OC	0.9%	10.0	98.5	88.5	-11.9	163	-66.4%	-6.3	75
O=C(/C=C/Nc1ccc(F)cc1)c1ccco1	-4.4%	-7.9	70.7	78.5	0.6	112	16.6%	-0.6	112
Cc1nc2cc(C(=O)OCC(=O)NC3CCS(=O)(=O)C3)ccc2n1-c1ccccc1 (stereo unspecified)	3.9%	9.8	88.7	78.9	-4.2	182	-43.6%	4.2	182
CN1CCc2c(sc3nc(SCC(N)=O)n(-c4ccccc4)c(=O)c23)C1	-49.0%	x	x	x	x	x	-51.5%	x	x

Following part.
SMILES	Bcl-B displacement	MRP resist rev	MRP resist rev cytotoxicity	MRP resist rev with doxorubicin	NFkB transloc inh	NFkB transloc inh cell count 2 µM	PLAP inhibitors HTS	IL1B NFkB pot	IL1B NFkB pot cell count 2 µM
COc1ccccc1NC(=O)Cc1noc(CSc2cc(C)c3ccccc3n2)n1	-67.8%	12.0	88.9	76.9	-12.3	110	-34.9%	12.3	110
CCc1nccn1S(=O)(=O)c1ccc(OC)c(C)c1C	2.4%	23.2	99.3	76.1	-15.2	120	-33.0%	15.2	120
COc1ccc(C)cc1S(=O)(=O)N(CC(=O)O)c1ccc(F)cc1	-10.8%	-4.5	94.6	99.2	-1.2	140	-28.5%	1.2	140
CCOc1ccccc1-c1nc(-c2ccc(NC(=O)c3ccc(Br)o3)cc2)no1	-37.8%	-10.9	55.2	66.1	2.2	151	9.9%	-2.2	151
COc1cc(NC(=O)CN2CCN(S(=O)(=O)c3ccc(C(C)C)cc3)CC2)cc(OC)c1	-10.3%	x	x	x	-20.7	118	-0.9%	20.7	118
O=C(O)CN1C(=O)COc2cc(S(=O)(=O)N3CCCC3)ccc21	3.9%	0.8	94.1	93.3	2.2	48	-1.0%	-2.2	48
CC(=O)Nc1ccc(NC(=O)Cn2cc3c(n2)CCCC3)cc1	-10.4%	20.2	110.0	89.9	x	x	-20.2%	x	x
NC1=NC(c2ccc(Br)cc2)n2c(nc3ccccc32)N1 (stereo unspecified)	-0.9%	4.5	93.2	88.7	-12.2	150	-118.3%	12.2	150
COc1ccc(CCN2C(=O)CC(Nc3ccc(N4CCOCC4)cc3)C2=O)cc1OC (stereo unspecified)	-3.2%	13.5	89.5	75.9	5.9	126	-39.1%	-5.9	126
Clc1ccccc1CSc1snnc1-c1ccccc1	0.9%	x	x	x	7.5	151	41.9%	-7.5	151
COc1ccc(Cc2nnc(SCC(=O)c3cccc([N+](=O)[O-])c3)n2C)cc1	2.9%	x	x	x	-8.8	107	12.1%	8.8	107
Cn1c2ccccc2c2cc(C(=O)N3CCN(CCO)CC3)sc21	0.0%	x	x	x	x	x	-16.4%	x	x
O=C(Cc1c[nH]c2ccccc12)OCCOC(=O)Cc1c[nH]c2ccccc12	x	11.3	100.7	89.5	-4.0	185	x	4.0	185
C=CCN(CC=C)C(=O)C(=O)c1cc(C)n(-c2ccc([N+](=O)[O-])cc2)c1C	-2.0%	x	x	x	7.3	132	-16.8%	-7.3	132
CC(C)N(C(=O)CSc1nnc(CN2CCCCCC2=O)n1-c1ccccn1)C(C)C	9.5%	6.6	96.8	90.3	-13.8	146	-4.7%	13.8	146
CCCOc1ccc(NC2=CC(=O)CC(C)(C)C2)cc1	2.3%	9.5	90.1	80.6	-20.5	87	-4.2%	20.5	87
COc1ccc(C(=O)NCCn2ccc3ccccc32)cc1	-2.8%	-5.7	95.5	101.2	12.5	115	24.0%	-12.5	115
CC(=O)Nc1ccc(N2CCCC2)cc1	-2.6%	2.3	93.7	91.5	-18.0	177	-7.1%	18.0	177
Clc1ccc(-n2cccc2/C=N/n2cnnc2)cc1	-52.9%	3.9	99.2	95.3	-11.9	176	18.8%	11.9	176
CC1=C(C(=O)NCc2ccccc2)C(c2cccnc2)n2ncnc2N1 (stereo unspecified)	5.9%	-0.8	87.3	88.1	-6.3	112	1.6%	6.3	112
COc1ccc(N2CCN(c3nc4c(c(=O)n(C)c(=O)n4C)n3Cc3ccccc3)CC2)cc1	-4.9%	25.3	86.8	61.4	-3.9	180	-53.8%	3.9	180
N#CC1=C(N)N(c2ccccc2)C(c2ccco2)C1(C#N)C#N (stereo unspecified)	4.3%	x	x	x	-3.3	191	22.9%	3.3	191
CCN(CC)S(=O)(=O)c1ccc(C(=O)OCC(=O)N2CCN(C(=O)c3ccco3)CC2)cc1	-5.0%	-3.7	90.4	94.1	x	x	-48.1%	x	x
CC1(C)C(=O)Nc2ccccc2N1C(=O)COC(=O)C12CC3CC(CC(O)(C3)C1)C2	16.1%	2.9	93.4	90.5	9.4	134	-17.9%	-9.4	134
Cc1oc(-c2ccccc2)nc1C(=O)OCC(=O)NC(=O)NCC(C)C	-15.6%	3.1	98.7	95.6	-8.3	135	-43.8%	8.3	135

2 compounds from above, limited to NFkB transloc inh, NFkB transloc inh cell count 2 µM and MRP resist rev cytotoxicity.
smiles | NFkB transloc inh | NFkB transloc inh cell count 2 µM | MRP resist rev cytotoxicity
CCN(CC)S(=O)(=O)c1ccc(C(=O)OCC(=O)N2CCN(C(=O)c3ccco3)CC2)cc1 | x | x | 90.4
CC1(C)C(=O)Nc2ccccc2N1C(=O)COC(=O)C12CC3CC(CC(O)(C3)C1)C2 | 9.4 | 134 | 93.4

Among those listed so far, these contain a thiophene ring, fused or not.
SMILES	Bcl-B displacement	MRP resist rev	MRP resist rev cytotoxicity	MRP resist rev with doxorubicin	NFkB transloc inh	NFkB transloc inh cell count 2 µM	PLAP inhibitors HTS	IL1B NFkB pot	IL1B NFkB pot cell count 2 µM
CCn1c(=O)c2cc(C(=O)Nc3cc(C)on3)sc2c2ccccc21	-2.6%	11.7	85.5	73.8	-2.1	64	7.4%	2.1	64
Cc1nc(-c2ccccc2)sc1-c1nc(-c2cccs2)ncc1S(=O)(=O)c1ccccc1	-16.4%	x	x	x	-7.0	109	2.3%	7.0	109
CN1CCc2c(sc3nc(SCC(N)=O)n(-c4ccccc4)c(=O)c23)C1	-49.0%	x	x	x	x	x	-51.5%	x	x
Cn1c2ccccc2c2cc(C(=O)N3CCN(CCO)CC3)sc21	0.0%	x	x	x	x	x	-16.4%	x	x

The listing continues:
SMILES	Bcl-B displacement	MRP resist rev	MRP resist rev cytotoxicity	MRP resist rev with doxorubicin	NFkB transloc inh	NFkB transloc inh cell count 2 µM	PLAP inhibitors HTS	IL1B NFkB pot	IL1B NFkB pot cell count 2 µM
O=C(c1cccc(S(=O)(=O)NCCOc2ccccc2)c1)N1CCN(c2ncccn2)CC1	-5.0%	2.2	75.2	73.0	-1.6	133	-21.2%	1.6	133
O=C1CC(N2CCC(C(=O)N3CCCCC3)CC2)C(=O)N1 (stereo unspecified)	-0.7%	-22.8	54.4	77.2	-0.3	128	16.2%	0.3	128
CCOCCCNCc1ccc(OC)cc1	0.1%	9.6	94.3	84.7	14.8	57	21.0%	-14.8	57
COc1cccc(/C=N\NC(=O)c2sc(N)nc2C)c1OC	6.2%	x	x	x	-5.3	141	4.0%	5.3	141
O=C(CSc1nnc(-c2c[nH]c3ccccc23)o1)c1ccccc1	0.9%	x	x	x	11.5	180	9.4%	-11.5	180
FC(F)(F)c1nnc(-c2ccccc2)nc1Sc1ccccc1	2.6%	x	x	x	14.3	144	-7.4%	-14.3	144
Cc1c(Cc2ccccc2)sc(NC(=O)Cc2ccccc2)c1C(N)=O	x	x	x	x	2.0	173	x	-2.0	173
CCCC1(C(=O)OCC)NC(c2ccc(N(C)C)cc2)C2C(=O)N(c3ccc4c(c3)OCCO4)C(=O)C21 (stereo unspecified)	x	3.3	80.0	76.7	-12.1	107	x	12.1	107
CCC(C)NC(=O)CCCCCn1c(=O)[nH]c2cc(OC)c(OC)cc2c1=O (stereo unspecified)	-7.4%	-4.9	95.2	100.1	-13.8	116	-1.6%	13.8	116
C=CCOC(=O)C1=C(C)NC(=O)NC1c1ccc(Cl)cc1 (stereo unspecified)	-16.3%	9.7	98.2	88.5	-10.4	73	30.5%	10.4	73
O=C(CCCn1c(=O)oc2ccccc21)Nc1cccnc1	-19.4%	9.4	102.1	92.7	6.8	125	1.0%	-6.8	125
[O-][n+]1onc2c1CCc1nnccc1-2	-7.0%	-5.3	63.3	68.6	7.3	117	-49.5%	-7.3	117
COC(=O)c1oc2ccc(Br)cc2c1NC(=O)c1ccccc1	-10.4%	9.6	29.7	20.0	0.8	191	-6.4%	-0.8	191
O=[N+]([O-])c1ccc(Oc2ccc(F)cc2Br)c2ccncc12	7.0%	-13.4	17.6	31.0	1.9	139	-6.8%	-1.9	139

Not all compounds are listed; count on the stated rates, not on these rows.
